# Bioassay records (PubChem)
# PPARg SRC1 recr = PPARgamma-driven SRC-1 recruitment agonism. PPARgamma-SRC-1 coactivator recruitment biochemical assay. activation, % at 8 µM. actives 0.41% (n = 200,000). AID 631; in the data active = activation above about 19%;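 note: 0% = DMSO and 100% = reference agonist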
# Target sequence (P37231 whole entry, looked up): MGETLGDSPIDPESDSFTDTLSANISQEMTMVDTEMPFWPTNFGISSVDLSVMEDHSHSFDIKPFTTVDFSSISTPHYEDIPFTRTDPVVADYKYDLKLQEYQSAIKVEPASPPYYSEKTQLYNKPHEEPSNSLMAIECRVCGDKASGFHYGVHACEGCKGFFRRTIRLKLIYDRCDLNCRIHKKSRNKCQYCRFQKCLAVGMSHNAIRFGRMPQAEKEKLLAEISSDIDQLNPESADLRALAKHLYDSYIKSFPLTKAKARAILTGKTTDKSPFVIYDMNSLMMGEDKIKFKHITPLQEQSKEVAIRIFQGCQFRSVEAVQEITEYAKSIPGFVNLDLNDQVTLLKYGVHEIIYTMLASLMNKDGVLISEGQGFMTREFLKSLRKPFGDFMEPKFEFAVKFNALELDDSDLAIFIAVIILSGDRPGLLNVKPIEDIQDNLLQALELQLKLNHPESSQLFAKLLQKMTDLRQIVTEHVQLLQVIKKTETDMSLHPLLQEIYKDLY
# PPARg SRC2 recr = promotes SRC-2 coactivator recruitment by human PPARgamma; activation, % at 8 µM; actives 0.34% (n = 200,000); AID 1032; PPARgamma LBD-SRC-2 recruitment, biochemical; in the data active = activation above about 22%;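 note: 0% = vehicle and 100% = reference agonist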
# TNAP act hiacc = TNAP (human) activation, high acceptor; P05186; purified TNAP, CDP-star luminescence, 1 M DEA, 30 min; stronger effect = higher value; 0 = EDTA background, 1 = DMSO-only activity; activation factor at 20 µM; 200,000 tested, under 10 active;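 active = activation factor at least 2 at 20 µM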
# Target sequence (P05186 whole entry, looked up): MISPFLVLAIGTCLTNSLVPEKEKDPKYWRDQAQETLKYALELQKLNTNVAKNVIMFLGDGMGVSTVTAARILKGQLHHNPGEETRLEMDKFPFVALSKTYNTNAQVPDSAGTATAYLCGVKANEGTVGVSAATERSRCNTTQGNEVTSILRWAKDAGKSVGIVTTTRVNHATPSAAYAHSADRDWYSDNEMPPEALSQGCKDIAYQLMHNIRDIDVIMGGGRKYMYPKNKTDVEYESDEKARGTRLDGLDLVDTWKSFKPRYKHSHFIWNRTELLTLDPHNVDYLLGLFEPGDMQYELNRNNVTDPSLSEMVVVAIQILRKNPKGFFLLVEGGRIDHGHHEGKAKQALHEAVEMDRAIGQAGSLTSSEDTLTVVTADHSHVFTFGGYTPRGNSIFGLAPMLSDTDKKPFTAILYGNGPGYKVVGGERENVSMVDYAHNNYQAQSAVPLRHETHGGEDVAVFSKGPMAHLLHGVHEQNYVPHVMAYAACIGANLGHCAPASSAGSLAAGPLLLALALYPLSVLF
#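 Control set: EDTA negative control, DMSO positive control / Assay system: human TNAP / Quantity: TNAP 1/800 final / Evaluation: TNAP activation factor scaled between EDTA and DMSO control wells / Measured by: luminescent substrate turnover signal / Compound dosing: one dose, 20 µM / Times: 30 min enzyme reaction at room temperature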
# PPARg SRC-3 ag = agonists of human PPARgamma SRC-3 coactivator recruitment; P37231; biochemical PPARgamma/SRC-3 coactivator recruitment assay; activation, % at 8 µM; actives 0.26% (n = 200,000); AID 731; in the data active = activation above about 23%;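 note: 0% = DMSO and 100% = reference agonist; some compounds past the cut are filed as inactive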
# Efa HMGR inh = E. faecalis class II HMG-CoA reductase inhibition. AID 1066. actives 0.41% (n = 190,000). inhibition, % at 10 µM. purified E. faecalis HMGR, NADPH absorbance 340 nm kinetic;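 active = inhibition above a set limit, the median over all tested compounds plus 3 SD, cut at about 9.5% in these data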;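 note: enzyme runs in reverse so mevalonate oxidation gives rising NADPH absorbance; 0% = complete reaction with DMSO and 100% = background rate lacking mevalonate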
# bIAP inh = blocks bovine intestinal alkaline phosphatase activity; inhibition, % at 20 µM; purified bovine IAP, CDP-star luminescence, 30 min; 190,000 tested, under 10 active;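 active = over 50% inhibition of intestinal alkaline phosphatase at 20 µM in the single-dose screen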
#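 test system = bovine IAP enzyme | medium = DEA buffer 100 mM, pH 9.8, with MgCl2 1.0 mM, ZnCl2 0.02 mM | detection = luminescence | dosing = single compound dose of 20 µM, 2% DMSO final | incubation = 30 min reaction at room temperature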
# TNAP inh no acc = TNAP (human) inhibition, acceptor-free conditions; actives 0.26% (n = 200,000); AID 1012; inhibition, % at 20 µM; purified TNAP, CDP-star luminescence, 30 min; P05186;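 active = tissue-nonspecific alkaline phosphatase inhibition above about 50% at 20 µM in the single-dose screen, limit read from the data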;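 note: 0% = DMSO negative control and 100% = EDTA positive control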
# TNAP inh hiacc = inhibitors of human TNAP at high phosphate acceptor concentration; P05186; purified TNAP, CDP-star luminescence, 1 M DEA; inhibition, % at 20 µM; actives 0.03% (n = 200,000);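 active = over 50% inhibition of tissue-nonspecific alkaline phosphatase at 20 µM in the single-dose screen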;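 note: plate controls were DMSO wells for no effect and EDTA-quenched wells as full inhibition for full effect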
# bIAP act = intestinal alkaline phosphatase (bovine) activation. activation factor at 20 µM. purified bovine IAP, CDP-star luminescence, 30 min; stronger effect = higher value; fold of DMSO-control signal, blank-subtracted. AID 1016. actives 0.17% (n = 200,000);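 active = activation factor of 2 or more at 20 µM, a signal rise over negative controls twice the positive control's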
# SRC2 TRFRET art = TR-FRET artefact, counter-screen to PPARgamma/SRC-2 agonist assay; stronger effect = higher value; actives 0.4% (n = 200,000); TR-FRET ratio at 8 µM; AID 1049; in the data active = TR-FRET ratio above about 2000; note: inactives centre near 1500
# * = called active by the depositor; nt = no result given.
SMILES,PPARg SRC1 recr,PPARg SRC2 recr,TNAP act hiacc,PPARg SRC-3 ag,Efa HMGR inh,bIAP inh,TNAP inh no acc,TNAP inh hiacc,bIAP act,SRC2 TRFRET art
CCCn1c(=O)[nH]c(=O)c2c1nc(-c1ccc(OC)c(Br)c1)n2CCOC,4,-1,1.1,2,-1,-9,-5,-6,1.1,1571
Cc1ccc(CSCC(=O)Nc2c(C)n(C)n(-c3ccccc3)c2=O)cc1,3,-5,1,-2,-1,-12,-4,0,1.1,1655
NC(=O)c1cc(-c2ccncc2)nc2ccc(Cl)cc12,5,6,1.1,1,-8,-11,-10,-10,1.1,1590
CCN(C(=O)c1ccc(Br)cc1)c1ccccc1,-3,-1,1,1,-1,3,-11,-4,1,1517
Cc1ccc(OCC(=O)Nc2ccc3c4c(cccc24)CC3)c(C)c1,-4,-7,1,2,-1,10,-11,-3,0.9,1615
c1cn2c(NC3CCCC3)c(-c3ccc(N4CCOCC4)cc3)nc2cn1,nt,nt,1.1,nt,-8,-13,-4,-10,1.1,nt
O=C(NCc1ccco1)Nc1ccccc1Cl,-2,7,1,2,-5,20,-12,-3,0.8,1622
Cn1c(=O)oc2cc(S(=O)(=O)NCCC(=O)NCCc3ccc(Cl)cc3)ccc21,8,1,1,2,2,9,-5,-1,0.9,1579
Nc1nnc(COc2cccc(C(F)(F)F)c2)s1,-1,-2,1.1,-5,-9,3,-12,-8,1,1436
CCOC(=O)N1CCC(NC(=O)c2ccc(OC)c(CN3CC(=O)N4CCCC4C3=O)c2)CC1 (centres undefined),4,6,1,-1,-5,-12,-10,0,1.1,1407
O=C(CSc1nc2ccc([N+](=O)[O-])cc2[nH]1)NCCc1ccccc1,17,13,0.9,15,-5,7,9,6,0.9,1525
Cc1nc(-c2ccccc2)nc2[nH]c(C(C)C)cc(=O)c12,8,5,1,18,-2,23,-16,-3,0.8,1697
O=C(O)CCCn1cc(NC(=O)c2cc(F)c(F)cc2Cl)cn1,-4,-3,1.1,-2,-1,-12,-9,-5,1.1,1501
COc1ccc(OC)c(-n2c(-c3cccc(C)c3)n[nH]c2=S)c1,8,9,1.1,10,-1,4,-25,-6,1,1669
CC(c1ccccc1)C1C(C#N)=C(N)OC2=C1C(=O)CCC2 (centres undefined),6,3,1,11,-4,-3,-4,1,1,1636
CCN(C(=O)COC(=O)c1cccn1C)C1CCS(=O)(=O)C1 (centres undefined),8,-7,1,-3,0,-6,-8,0,1.1,1456
N#C/C(=C/c1ccccc1[N+](=O)[O-])c1nc(C2CC2)cs1,3,5,1,1,-3,-1,-18,1,1,1700
Cc1cc(C)c(C#N)c(SCC(=O)N(C)C2CCCCC2)n1,-3,-2,1,6,-6,6,-12,-3,0.9,1449
CC1CCN(C(=O)Cn2cc(C(=O)C3CC3)c3ccccc32)CC1,1,-3,1,11,-3,9,-10,-2,0.9,1612
Cn1cccc1C(=O)NS(=O)(=O)c1ccccc1Cl,3,-2,1,1,0,-5,-3,1,1,1384
COc1cc(-c2nc3ccccn3c2/N=C/c2ccccc2)ccc1O,6,21,0.9,8,-6,9,8,7,0.9,1699
CCOCCCNC(=O)CN1CCN(c2ccc(F)cc2)CC1,-5,-1,1.1,-3,-7,1,-14,-6,1,1393
COC(=O)[C@H](Cc1ccccc1)NC(=O)Nc1ccc(C)cc1,-4,-3,1,3,-10,11,-4,-2,0.9,1460
Cc1ccc(S(=O)(=O)N2CCCC(C(=O)NCc3ccccn3)C2)cc1 (centres undefined),1,7,1,9,-3,-6,-4,-2,1.1,1452
Cc1ccc(NC(=S)N(CCN(C)C)Cc2cccs2)c(C)c1,2,3,1,-2,-4,4,-9,-4,1,1601
O=C(OCC(=O)N1CCN(S(=O)(=O)c2ccc(Cl)cc2)CC1)c1ccc([N+](=O)[O-])o1,7,7,1.1,1,-6,-9,-24,-6,1.1,1676
COC(=O)c1ccc(Cl)c(NS(=O)(=O)c2ccc3c(c2)OCCO3)c1,-2,0,1,16,-1,5,-13,-4,0.9,1489
CN(Cc1ccon1)Cc1cn(Cc2ccccc2)nc1-c1ccc2c(c1)OCO2,2,-4,1.1,-4,-1,-12,-8,-7,1.1,1563
CCOC(=O)NC(Nc1sc2c(c1C(N)=O)CCCC2)(C(=O)OCC)C(F)(F)F (centres undefined),0,3,1.1,-12,-4,5,0,-6,0.9,1407
O=C(N/N=C/c1ccncc1)c1cc2ccccc2o1,3,9,1,1,-3,13,-9,-3,0.9,1832
O=C(N/N=C/c1cccc(F)c1)NC1CCCCC1,3,0,0.9,0,-6,6,0,7,0.9,1681
Cc1cc(C(C)(C)C)ccc1OCCCCN1CCCC1,6,-5,1,1,2,3,-7,-3,1,1611
O=C(CC(C(=O)N1CCc2ccccc21)n1ccnc1)NCc1cccnc1 (centres undefined),5,6,1,3,-1,-8,-4,0,1.1,1578
CCOC(=O)Nc1c(C(=O)OC)[nH]c2cc(OC)ccc12,2,-3,1,3,nt,9,-12,-4,0.9,1735
CCOC(=O)Cn1nc(-c2ccc(C)cc2)ccc1=O,-5,-2,1,3,-1,2,-8,1,1,1510
Cc1cccc(NC(=O)N2CCC(NC(=O)c3ccccc3C)CC2)c1,4,-5,1,-13,-6,20,-13,-5,0.8,1390
CCN1C(=O)C2(C(C#N)=C(N)Oc3n[nH]c(C(C)C)c32)c2ccccc21 (centres undefined),-5,8,1,-6,-3,-4,-11,-4,1,1632
Cc1cc(C)c2nc(NC(=O)c3ccc(OCC4CCCO4)cc3)sc2c1 (centres undefined),0,-1,1,2,0,-4,-4,-3,1,1529
CCOC(=O)C1CCCN(c2nc3ccccc3nc2C(C#N)C(=O)OCC)C1 (centres undefined),9,3,1,3,-5,29,9,2,0.7,1595
Cn1c(N)c(C#N)c2c(c1=S)CSC(C)(C)C2,6,8,1.1,7,-3,30,-3,-7,0.7,1533
COc1ccc(CNC(=O)C/C(C)=N/NC(=O)COc2ccc(Br)cc2)cc1,8,-3,1,-1,-2,4,-2,-4,1,1665
COc1ccc(CNS(=O)(=O)c2ccc3c(c2)CCN3C(=O)C2CC2)cc1,-2,10,1,6,0,17,-16,0,0.8,1367
O=C(O)CC(SCc1ccc(C(=O)O)o1)C(=O)O (centres undefined),3,2,1,7,-4,-1,-10,-4,1,1705
CC(C)(C)C1CCc2onc(C(=O)O)c2C1 (centres undefined),2,7,1,5,-2,7,0,-3,0.9,1600
Cc1[nH]nc(N=CC2=C(O)CC(c3ccco3)CC2=O)c1-c1ccc(Cl)cc1 (centres undefined),-1,3,1.1,-5,-4,9,-12,-6,0.9,1538
Cc1nnc(-c2cnn(-c3ccccc3)c2N)n1Cc1cccc(C(F)(F)F)c1,-8,-4,1,-3,-5,7,-8,-4,0.9,1464
CC(C)(C)NC(=O)C(c1ccncc1)N(C(=O)Cn1nnc(-c2ccc(F)cc2)n1)c1ccccc1 (centres undefined),-1,-3,1.1,6,1,-8,-4,-5,1.1,1695
CCOC(=O)c1c(-c2ccc(OC)cc2)csc1NC(=O)CSc1ncnc2sccc12,-1,9,1,2,-3,-2,-14,2,1,1481
COc1ccc(N2CCN(CCCNC(=O)CN3CCN(Cc4ccccc4C)C3=O)CC2)cc1,3,-3,1,0,-2,-11,-17,-2,1.1,1590
Cc1cc(C)c2c3c(sc2n1)C(=O)N(Cc1ccccc1)CC(=O)N3,-6,4,1.1,7,3,7,-28,-6,0.9,1621

# Additional compounds:
SMILES,PPARg SRC1 recr,PPARg SRC2 recr,TNAP act hiacc,PPARg SRC-3 ag,Efa HMGR inh,bIAP inh,TNAP inh no acc,TNAP inh hiacc,bIAP act,SRC2 TRFRET art
O=c1cc(O)n(-c2ccc(F)cc2)c(=S)[nH]1,0,-3,1,-6,-2,6,-12,-2,0.9,1455
CC1(C)CC(=O)c2cnc3nc4ccccc4n3c2C1,7,16,1,7,4,7,-8,-4,0.9,1730
Cc1cc(/C=c2/sc3nc4ccccc4n3c2=O)c(C)n1-c1ccccn1,-2,8,1,3,4,9,0,-1,0.9,1636
Clc1ccc2oc(-c3ccccc3)nc2c1,-8,2,1.1,-3,-4,4,-8,-7,1,1448
CC1CCCC(NC(=O)CC2Nc3ccccc3NC2=O)C1C (centres undefined),-7,-8,1,-7,-3,-12,2,-2,1.1,1630
CC(=O)N/C(=C\c1ccccc1)C(=O)NCc1ccc2c(c1)OCO2,7,6,1.1,1,1,-10,-3,-8,1.1,1668
CC1CCCCC12NC(=O)N(CC(=O)NCc1ccc3c(c1)OCO3)C2=O (centres undefined),4,13,1,6,2,7,-11,-5,0.9,1680
O=C(Nc1ccc(F)cc1)N1CCN(c2nc3ccccc3s2)CC1,8,2,1.1,6,-6,1,-10,-5,1,1797
COc1nc(-c2cccs2)cc(-c2ccc(C)cc2)c1C#N,9,9,1,16,-2,9,-8,-3,0.9,1514
O=C(NC1CCS(=O)(=O)C1)N1CCCCC1 (centres undefined),-3,5,1.1,0,-5,4,-11,-10,1,1467
O=C(Cn1cc([N+](=O)[O-])cn1)N1CCc2ccccc21,-5,-8,1,1,-7,5,-7,-2,1,1306
O=C(NCc1ccco1)c1cc2ccc(O)cc2oc1=O,1,-5,1.1,0,-3,-17,-14,-7,1.2,1418
CC(C)(C)NC(=O)C(c1ccncc1)N(Cc1ccco1)C(=O)c1ccc(-c2ccccc2)[nH]1 (centres undefined),6,3,1,6,-1,-12,-9,-3,1.1,1492
COc1ccc(C(=O)c2cnc(C(C)C)n2C)cc1,3,6,1,8,1,7,-9,0,0.9,1624
Cc1cccc(S(=O)(=O)NCCc2cn3ccccc3n2)c1,-6,0,1,-1,7,-48,-8,-1,1.5,1552
COc1ccc(OC)c(-n2c(C)nc3cc(C(=O)O)ccc32)c1,0,3,1,-1,-14,-4,-15,-3,1,1446
Cc1ccc(NC(=O)c2cccc(OCc3c(C)noc3C)c2)cc1S(=O)(=O)Nc1ccccc1Cl,7,-1,1,1,3,-1,-11,-3,1,1490
O=C(Nc1ccc(N2CCCCC2)cc1)c1ccc(F)cc1,-8,6,1.1,15,1,7,-14,-6,0.9,1699
COc1ccccc1N/C=C(\C#N)c1nc2ccccc2[nH]1,11,7,1.1,2,-3,-6,-14,-6,1.1,1597
COc1ccc(CCNC(=O)COC(=O)CCC(=O)c2ccc(F)cc2)cc1OC,3,7,1,1,2,-3,-14,-1,1,1760
O=[N+]([O-])c1ccc(O)c(/C=N/Nc2nc3ccccc3[nH]2)c1,6,8,0.9,4,-4,-17,-140,10,1.2,1380

# A different layout for part of the listing above.
SMILES: O=c1cc(O)n(-c2ccc(F)cc2)c(=S)[nH]1
  PPARg SRC1 recr: 0
  PPARg SRC2 recr: -3
  TNAP act hiacc: 1
  PPARg SRC-3 ag: -6
  Efa HMGR inh: -2
  bIAP inh: 6
  TNAP inh no acc: -12
  TNAP inh hiacc: -2
  bIAP act: 0.9
  SRC2 TRFRET art: 1455
SMILES: O=[N+]([O-])c1ccc(O)c(/C=N/Nc2nc3ccccc3[nH]2)c1
  PPARg SRC1 recr: 6
  PPARg SRC2 recr: 8
  TNAP act hiacc: 0.9
  PPARg SRC-3 ag: 4
  Efa HMGR inh: -4
  bIAP inh: -17
  TNAP inh no acc: -140
  TNAP inh hiacc: 10
  bIAP act: 1.2
  SRC2 TRFRET art: 1380

# No enrichment for hits; overall some 1.6% were active at least once.
